# SMARCA2 act – SMARCA2 (BRM) function activators, primary screen, cell-based, luminescence, high throughput; MG213 cells, MMTV-luciferase reporter, dexamethasone, overnight; activation, % at 9.1 µM; hit rate 1% among 370,000; in the data active = activation above about 7.8%;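 note: 0% = vehicle wells and 100% = reference activator wells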
# ASAP1 inh – inhibitors of human ASAP1 ArfGAP activity, primary screen, biochemical, fluorescence polarization | Arf-GAP with SH3 domain, ANK repeat and PH domain-containing protein 1 (Homo sapiens), … | ASAP1-stimulated ARF1 GTP hydrolysis, GDP FP detection | inhibition, % at 16.5 µM | hit rate 0.19% among 360,000; in the data active = inhibition above about 25%;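 note: 0% = vehicle with enzyme and substrate and 100% = no enzyme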
# Target sequence (Q9ULH1 325-724 limits assumed): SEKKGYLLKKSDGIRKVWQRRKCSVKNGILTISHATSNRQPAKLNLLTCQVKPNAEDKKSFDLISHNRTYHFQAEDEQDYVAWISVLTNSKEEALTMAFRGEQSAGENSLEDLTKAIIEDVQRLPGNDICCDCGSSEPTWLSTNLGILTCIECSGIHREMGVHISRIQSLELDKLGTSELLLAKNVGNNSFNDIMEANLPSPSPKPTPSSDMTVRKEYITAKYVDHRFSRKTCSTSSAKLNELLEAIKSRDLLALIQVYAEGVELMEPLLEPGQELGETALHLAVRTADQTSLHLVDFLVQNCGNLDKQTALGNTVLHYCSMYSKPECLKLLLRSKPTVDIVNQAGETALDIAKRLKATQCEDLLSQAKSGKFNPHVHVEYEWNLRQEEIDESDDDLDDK
# mABHD4 FP – ABHD4 inhibitors, primary screen, biochemical, fluorescence polarization, mouse; hit rate 0.54% among 370,000; AID 720543, 2013; inhibition, % at 8.92 µM; purified mABHD4, FP-Rh probe fluorescence polarization;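 active = inhibition exceeding the mean over every tested compound plus 3 SD, cut at about 30% in these data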;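 note: 0% = plate median of compound wells and 100% = S159A mutant with DMSO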
#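 Assay system: mouse ABHD4 enzyme, wild type / Also added: fluorescent activity-based probe FP-Rh / Doses: single nominal dose of 8.92 µM, 0.89% DMSO final / Timing: 45 min compound pre-incubation plus 60 min probe step, 25 °C / Signal: FP readout, ex 525 nm / em 598 nm / Control set: S159A mutant/DMSO as 100%, compound-well median as 0%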
# rCAG binder – binders of r(CAG) RNA repeats, primary screen, biochemical, fluorescence; r(CAG) RNA repeat, TO-PRO-1 dye displacement fluorescence; inhibition, % at 3 µM; hit rate 1.3% among 370,000;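 active = inhibition above the plate cutoff, the mean of all test compounds on that plate plus 3 SD, cut at about 35% in these data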;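 note: 0% = DMSO alone and 100% = 100 µM mitoxantrone as full dye displacement; higher means more dye released from RNA so lower well fluorescence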
# NPR1 activator – GC-A stimulated cGMP production enhancers – HEK293 GC-A cells, cGMP TR-FRET, EC30 ANP, primary screen. Atrial natriuretic peptide receptor 1 (Homo sapiens), P16066. 0% at EC30 ANP, 100% saturating ANP. activation, % at 10 µM. hit rate 0.14% among 370,000. AID 1671463, 2021; in the data active = activation above about 40%
# NR1D1 modulator – modulators of Rev-erb alpha DNA binding, primary screen, biochemical, FITC-DNA, fluorescence polarization, uHTS. Nuclear receptor subfamily 1 group D member 1 (Homo sapiens), P20393. Rev-erbα–FITC-DNA binding, 90 min. activity, % at 10 µM. hit rate 0.79% among 370,000;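 active = activity above about 14%, limit read from the data; passing the limit was not always enough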;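 note: 0% = DMSO wells with 35 nM protein and 100% = DMSO wells with 750 nM protein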
# HTRA1 inhibitor – HTRA1 serine protease inhibitors, primary screen, biochemical, fluorescence polarization, HTS; Q92743; recombinant HTRA1, FP-rhodamine activity-based probe; inhibition, % at 5.96 µM; hit rate 0.5% among 340,000; in the data active = inhibition above about 36%;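 note: 0% = enzyme with DMSO and 100% = wells lacking enzyme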
# Target sequence (Q92743 whole entry, looked up): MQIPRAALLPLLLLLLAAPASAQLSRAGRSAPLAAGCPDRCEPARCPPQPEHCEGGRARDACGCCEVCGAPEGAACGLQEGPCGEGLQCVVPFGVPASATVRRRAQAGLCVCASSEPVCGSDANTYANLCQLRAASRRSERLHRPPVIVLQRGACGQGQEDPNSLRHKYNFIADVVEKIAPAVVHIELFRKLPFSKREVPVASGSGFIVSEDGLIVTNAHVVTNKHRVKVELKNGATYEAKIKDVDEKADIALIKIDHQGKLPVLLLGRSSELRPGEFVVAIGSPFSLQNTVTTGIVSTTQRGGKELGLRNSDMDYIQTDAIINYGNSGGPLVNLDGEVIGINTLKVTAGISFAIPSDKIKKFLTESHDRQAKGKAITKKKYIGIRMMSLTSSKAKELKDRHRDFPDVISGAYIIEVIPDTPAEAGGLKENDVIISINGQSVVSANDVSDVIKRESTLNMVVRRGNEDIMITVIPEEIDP
# ARFGAP1 inhibitor – inhibitors of rat ARFGAP1 GAP activity, primary screen, biochemical, fluorescence polarization, GDP tracer. ADP-ribosylation factor GTPase-activating protein 1 (Rattus norvegicus), Q62848. Arfgap1-stimulated ARF1 GTP hydrolysis, GDP FP detection. inhibition, % at 16.5 µM. hit rate 0.26% among 360,000. AID 651572, 2012;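 active = inhibition above a per-plate limit, mean inhibition of low control wells plus 3 SD, cut at about 25% in these data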;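 note: 0% = DMSO wells with enzyme and 100% = wells lacking Arfgap1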
# Target sequence (Q62848 1-136 limits assumed): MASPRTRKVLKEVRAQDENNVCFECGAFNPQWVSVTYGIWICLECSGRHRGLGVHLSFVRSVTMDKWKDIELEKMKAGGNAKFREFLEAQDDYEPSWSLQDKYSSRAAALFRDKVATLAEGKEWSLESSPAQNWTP
#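 Material: rat Arfgap1 GAP domain (His6, aa 1-136), purified enzyme. Also added: human ARF1(Δ1-17)-GTP substrate. Compound dosing: 16.5 µM single point, 1.26% DMSO. Timing: enzyme reaction 120 min at 25 °C after 20 min preincubation. Signal: GDP detection by fluorescence polarization. Read-out basis: percent inhibition of GAP-stimulated GDP formation, scaled between DMSO and no-Arfgap1 medians.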
# PG9 binder – binders of HIV-1 gp120 antibody PG9, primary screen, biochemical, TR-FRET; HIV-1 gp120 / PG9 antibody interaction; AID 624416, 2012; hit rate 0.43% among 360,000; inhibition, % at 6.7 µM; TR-FRET gp120-PG9 antibody binding; in the data active = inhibition above about 8.5%
# NPR2 activator – human GC-B receptor activators, primary screen, HEK293 GC-B cells, cGMP TR-FRET, EC30 CNP. Atrial natriuretic peptide receptor 2 (Homo sapiens), P20594. 0% at EC30 CNP, 100% saturating CNP. activation, % at 10 µM. hit rate 0.11% among 370,000;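 active = activation at 10 µM reaching about 35% in either raw or pattern-adjusted values, limit read from the data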
# * hit, by the source's call; / = not tested or not shown.
# Sequence of screens: NPR2 activator	ASAP1 inh	NPR1 activator	PG9 binder	HTRA1 inhibitor	NR1D1 modulator	ARFGAP1 inhibitor	rCAG binder	SMARCA2 act	mABHD4 FP
CCC(C)(C)C1CCc2[nH]nc(C(=O)NC3CCCC3)c2C1 (centres undefined)
  8	-14	-2	0.5	-12	-1	-7	-3	1	-1
CCCCN(CC)CCNC(=O)c1cc2c(=O)[nH]c3ccccc3c2s1
  -2	7	5	-0.6	4	2	-1	8	0	4
c1ccc2c(-c3ccncc3)c[nH]c2c1
  -4	17	0	0.1	-6	5	-1	5	0	1
CCOC(=O)CSc1nnc(-c2ccc(NS(=O)(=O)c3ccc(C)cc3)cc2)o1
  -4	-9	11	-0.3	-5	2	0	13	-1	5
CCN(CC(=O)Nc1ccccc1C(F)(F)F)C(=O)c1ccc(-n2nc(C)c(CCC(=O)OC)c2C)cc1
  -1	-11	1	1.5	14	-1	-3	0	-2	-2
COC(=O)COc1cccc(NC(=O)c2cccs2)c1
  2	3	1	-1.3	-5	0	5	-4	-6	4
CC1CCC2(CC1)OCC1(CCC3(COC4(CCC(C)CC4)OC3)C1=O)CO2 (centres undefined)
  2	-2	-2	-0.3	3	-6	-9	-1	0	3
COc1c(C)cc(C(=O)C2CCCN(C(=O)Cn3ccc(C)n3)C2)cc1C (centres undefined)
  -10	1	-1	-0.3	2	-1	4	-8	-2	1
CCOc1ccc(NC(=O)CN(C)C(=O)CCCOc2ccc(Br)cc2)cc1OCC
  0	-8	0	-0.9	-6	1	3	-4	0	0
Cc1ccc(-c2cc(C(=O)N3CCN(c4ccc(F)cc4)CC3)c3ccccc3n2)o1
  3	0	2	-1.0	-33	7	2	1	3	-8
CCCCCCNC(=O)C(C#N)c1nc2ccccc2nc1N1CCOCC1 (centres undefined)
  -10	-17	-3	-2.2	3	40*	-13	0	0	2
C=CCn1c(SCC(=O)NNC(=O)Nc2ccc(C)cc2)nnc1-c1ccccc1
  -2	5	2	-1.6	1	3	-1	-3	4	0
O=C(Nc1ccccc1)C1=C[C@H](c2coc3ccccc3c2=O)C[C@H](OCc2ccc(CO)cc2)O1
  -6	-4	-4	-0.1	-28	-3	-4	-1	2	-13
O=C(NC1CCCC1)c1cccc(S(=O)(=O)N2CCOCC2)c1
  2	-17	1	-1.3	-4	-4	-8	1	-3	-4
CCn1c(SCC(=O)N2CCC(C)CC2)nc2c(c1=O)SCC2
  8	7	6	0.6	5	-5	4	-5	0	1
COC(=O)c1cccc(NC(=O)CSc2nc3cccnc3n2C)c1
  0	5	-1	-2.2	-9	1	-1	-2	-1	1
CCOc1ccc(-n2c(=S)sc3c(=O)[nH]c(SCC(=O)C(C)(C)C)nc32)cc1
  -2	-5	-14	-2.0	-18	-1	8	37*	3	-1
CC(C)(O)P(=O)(O)CCc1ccccc1
  6	-2	-1	-1.7	4	0	-10	0	1	2
CCOC(=O)c1c(C)[nH]c(C(=O)COC(=O)C2CC2C)c1C (centres undefined)
  1	-5	4	-2.7	4	-4	1	-6	7	-6
COc1ccc(C2CC(c3ccc(OC)cc3OC(C)=O)=NN2C(=O)c2ccccc2)cc1 (centres undefined)
  9	2	10	-1.6	-7	3	-12	2	-3	-6
Cc1ccc(NC(=O)C(C)C(=O)Nc2ccc(C)cc2)cc1
  3	5	-4	1.0	/	-7	-1	-3	-3	-8
Cc1ccc(S(=O)(=O)CCC(=O)OCC(=O)Nc2ccc(N3CCOCC3)cc2)cc1
  -3	14	-3	0.1	0	-10	-15	-3	-2	-2
COc1ccc(Cl)cc1NC(=O)C1Cc2cc(S(=O)(=O)N3CCCC3)ccc2N1C(C)=O (centres undefined)
  -3	0	-3	0.4	-10	3	-4	12	-4	-10
Cc1nnc(SCC(=O)Nc2nc3c(s2)CC(C)CC3)s1 (centres undefined)
  -3	-3	1	0.6	-8	2	-16	5	0	-3
CC1CCCCC1NC(=O)C1CCN(S(=O)(=O)N2CCCCCC2)CC1 (centres undefined)
  3	-2	2	1.0	0	-4	5	-4	-1	-2
COCCNC(=O)CN(c1ccccc1OC)S(C)(=O)=O
  2	-2	-1	0.6	7	0	4	-2	1	0
CCCCN(C)C(=O)CNc1nnnn1-c1ccccc1
  0	/	3	/	/	-2	/	1	-1	3
COc1cc(/C=C/C(=O)OC(C)C(=O)c2ccccc2)cc(OC)c1OC (centres undefined)
  2	-1	1	-2.5	3	1	3	-2	-3	-3
CCC(C)N=Cc1c(NCc2ccco2)nc2c(C)cccn2c1=O (centres undefined)
  0	6	1	-0.9	1	-8	8	6	0	5
O=C(CNS(=O)(=O)c1ccccc1)OCC(=O)c1ccc(OC(=O)c2ccccc2)cc1
  2	-2	4	-2.7	10	5	1	4	8.7*	2

# Overlap with the part before: three compounds, then new ones.
# Sequence of screens: NPR2 activator	ASAP1 inh	NPR1 activator	PG9 binder	HTRA1 inhibitor	NR1D1 modulator	ARFGAP1 inhibitor	rCAG binder	SMARCA2 act	mABHD4 FP
COc1cc(/C=C/C(=O)OC(C)C(=O)c2ccccc2)cc(OC)c1OC (centres undefined)
  2	-1	1	-2.5	3	1	3	-2	-3	-3
CCC(C)N=Cc1c(NCc2ccco2)nc2c(C)cccn2c1=O (centres undefined)
  0	6	1	-0.9	1	-8	8	6	0	5
O=C(CNS(=O)(=O)c1ccccc1)OCC(=O)c1ccc(OC(=O)c2ccccc2)cc1
  2	-2	4	-2.7	10	5	1	4	8.7*	2
CC(C)C[C@H](NC(=O)N1CC(=O)Nc2ccccc21)C(=O)N[C@@H](Cc1c[nH]c2ccccc12)C(=O)O
  4	4	4	-0.3	0	3	15	10	0	-15
CN(C)C(CNC(=O)c1ccc(C(F)(F)F)cc1)c1ccco1 (centres undefined)
  2	4	-1	-0.5	-1	-1	4	-3	-1	2
Nc1nc2ccc(C(=O)Nc3ccc(N4CCOCC4)cc3)cc2s1
  -2	9	-5	-2.7	5	7	-1	3	2	3
CC(=O)Nc1ccc(NC(=O)CSc2nnc3ccc(-c4cccnc4)nn23)cc1
  5	4	1	-1.0	5	-8	9	7	1	-1
CCn1nc(C(=O)NNC(=O)c2ccc(OC(F)F)cc2)c2ccccc2c1=O
  0	2	-2	1.8	4	1	8	1	-2	4
N=C1SCC(=O)N1c1nc(-c2ccccc2)cs1
  0	6	1	-0.1	-5	-1	1	10	5	7
CCCNC(=O)COC(=O)c1ccc(S(=O)(=O)N2CCCC2)cc1
  1	1	1	-1.6	-7	4	-7	-2	-1	0
CC(C)C[C@H]1COc2cc(N3CCCC3)ccc2S(=O)(=O)N1
  2	-10	4	1.1	/	0	15	3	-2	10
COc1ccccc1/C=N/NC(=O)CC(=O)NCc1cccnc1
  -4	-9	0	-1.8	-2	0	5	1	2	1
O=C(NC1CCCCCC1)c1ccc2c(=O)n3c(nc2c1)CCCCC3
  1	-8	6	1.8	-5	3	5	-7	5	0
CC(=O)c1ccc(N2CCN(S(=O)(=O)c3cn(C)c(C)n3)CC2)cc1
  -3	-2	-11	-1.3	10	6	-3	-2	1	-2
O=C(Cn1cnc(S(=O)(=O)N2CCCC2)c1)Nc1ccccc1
  0	-11	1	-0.5	-2	0	-6	2	-2	2
NC(=S)N/N=C/c1ccc2ccccc2c1
  -7	3	1	-0.5	1	6	1	5	3	-1
COc1ccc(C(CC(=O)N2CCOCC2)c2c(OC)cc(OC)c3ccc(=O)oc23)cc1 (centres undefined)
  -9	-6	-6	0.5	-3	-1	16	4	0	-5
O=C(NCCN1CCOCC1)c1ccc(Cl)c([N+](=O)[O-])c1
  4	9	3	1.1	2	-3	2	-2	0	2
Cc1ccc(C)c(C(=O)COC(=O)C2CCN(c3ccc(C(F)(F)F)cn3)CC2)c1
  -1	-1	-4	0.6	-20	4	-8	-2	-2	5
CCc1ccc(NC(=O)COC(=O)c2cccs2)cc1
  -3	0	-1	-1.9	-2	1	1	-6	-2	5
COc1cc(OC)cc(C(=O)N[C@H](C(=O)OCC(=O)NC(C)c2ccccc2)C(C)C)c1 (some centres undefined)
  -9	-4	-1	-2.6	7	0	-3	4	-1	4
COc1ccc(C2=NS(=O)(=O)N(C)C(C(=O)N3CCCCC3)=C2)cc1OC
  -1	10	3	-0.3	-3	0	-7	1	-1	-5
CCCOc1ccccc1C(=O)NCCCC(=O)O
  3	2	3	0.6	-7	6	2	-1	-1	6
CNS(=O)(=O)c1cccc(C(=O)OCC(=O)NC(C)CCc2ccccc2)c1 (centres undefined)
  -1	-4	3	-2.8	9	2	-13	-1	-2	0
O=C1CC(N2CCN(S(=O)(=O)c3ccc([N+](=O)[O-])cc3)CC2)C(=O)N1c1ccccc1F (centres undefined)
  -2	-12	2	1.7	1	0	-5	6	1	2
CC1Cc2ccccc2N1C(=O)CSC1=NCCS1 (centres undefined)
  1	3	-1	-0.4	5	-1	11	-2	-1	7
COC(=O)C[C@H](NC(=O)Cn1cnc2c(SC)nc(N)nc21)C(=O)OC
  3	-12	2	-0.6	12	0	-7	1	-3	-4
COC(=O)C1CC(=O)c2sccc2C1 (centres undefined)
  2	-5	-1	0.4	2	-1	1	-1	-2	-7
COc1cccc(C(C2C(=O)CC(C)(C)CC2=O)C2C(=O)CC(C)(C)CC2=O)c1
  3	-2	3	2.4	-1	-1	1	-2	1	-6
Cc1ccc2nc(COc3ccc(Cl)cc3)cc(=O)n2c1
  2	-12	10	-3.8	-3	-10	5	-3	4	-2
O=C(CSc1ccccc1)N1CCN(S(=O)(=O)c2cccs2)CC1
  -1	-3	0	-0.5	0	2	15	-3	-2	-6
ONC(=Nc1ccccc1)c1ccccc1Cl
  -2	5	0	-3.5	0	2	3	-2	3	3
CCOc1cc(-c2noc(CCC(=O)NC3CCCCC3)n2)ccc1OC
  -4	-1	0	-1.7	2	-3	5	0	-1	1
CCOC(=O)c1sc(-c2ccccc2)cc1NC(=O)Nc1ccc([N+](=O)[O-])cc1
  0	-4	-5	0.4	1	-1	10	9	-5	3
O=[N+]([O-])c1ccc(Sc2ccc(F)cc2)nc1
  0	2	0	0.2	-4	7	1	-2	-5	6
O=C(NC12CC3CC(CC(C3)C1)C2)c1cccnc1Cl
  3	-1	2	0.0	11	4	-1	-4	-1	-4

# Screening results deposited in PubChem by several laboratories.
